Bioassay records as filed in PubChem BioAssay.
G9a inh: G9a (human) methyltransferase inhibition; Q96KQ7; G9a H3K9 monomethylation, AlphaScreen, 2 h; Potency, µM (highest dose often 102 µM), without a hit: at the highest dose activity, negative = inhibition, hits mostly inhibitors; 350,000 compounds, 8.8% hits; note: % is set by controls: 0 for no effect and ±100 for the full control effect; nearly all actives have a fitted effect of over 75% in size
Target sequence (Q96KQ7 913-1193 limits assumed): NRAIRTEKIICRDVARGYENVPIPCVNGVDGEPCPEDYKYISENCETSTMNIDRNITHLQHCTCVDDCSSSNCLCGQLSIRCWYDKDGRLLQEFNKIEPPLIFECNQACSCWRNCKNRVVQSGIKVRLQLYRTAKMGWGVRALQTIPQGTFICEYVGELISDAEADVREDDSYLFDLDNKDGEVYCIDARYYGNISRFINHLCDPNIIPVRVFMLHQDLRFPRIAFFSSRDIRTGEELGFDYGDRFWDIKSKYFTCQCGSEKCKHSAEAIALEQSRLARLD
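AlphaScreen read-out: biotin-H3K9 peptide (500 nM) methylation by 20 nM enzyme with 20 uM SAM, 2 h at room temperature after 15 min compound preincubation; anti-monomethyl H3K9 antibody plus donor/acceptor beads, 10 min dark.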
JMJD2A Tudor: JMJD2A Tudor domain (human) inhibition; Potency, µM (series often up to 114 µM), for inactives: top-dose activity change, negative = inhibition, hits mostly inhibitors; 390,000 compounds, 4.4% hits; AID 504339; AlphaScreen JMJD2A-Tudor / H3K4me3 peptide binding; O75164; note: % is set by controls: 0 for no effect and ±100 for the full control effect; nearly all actives have a fitted effect of over 50% in size
APE1 inh: APE1 (human) endonuclease inhibition | recombinant APE1, TAMRA/BHQ-2 abasic DNA cleavage fluorescence | AID 2517 | 350,000 compounds, 0.35% hits | P27695 | Potency, µM (top dose mostly 65.8 µM), without a hit: at the highest dose activity change, negative = inhibition, hits mostly inhibitors;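 note: plate controls were vehicle for no effect and reference inhibitor for full effect; nearly all actives have a fitted effect of over 55% in size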
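0.75 nM APE1 + cpd, 15 min RT; start w/ 50 nM TAMRA/BHQ-2 THF-abasic dsDNA; kinetic fluor 525/598 nm ×3 reads @60 s; Δ(read3−read1); normalized to DMSO and NSC13755 control wells.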
BAZ2B inh: BAZ2B (human) inhibition; Q9UIF8; AlphaScreen BAZ2B-H3K14Ac peptide displacement; Potency, µM (doses to about 114 µM), for inactives: top-dose activity change, negative = inhibition, actives largely listed as inhibitors; 360,000 compounds, 4.4% hits; AID 504333; note: % is set by controls: 0 for no effect and ±100 for the full control effect; nearly all actives have a fitted effect of over 60% in size
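In this displacement format the biotinylated H3(5-23) peptide acetylated at Lys14 serves as ligand at 50 nM, with BAZ2B at 50 nM in PBS pH 7.4 containing 0.01% Tween-20. Donor and acceptor beads are 10 ug/mL final.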
BLM helicase inh: blocks DNA unwinding by human BLM helicase; P54132; recombinant BLM DNA unwinding, fluorescence dequenching; 350,000 compounds, 0.2% hits; Potency, µM (doses to about 56.1 µM), inactives show at the top dose activity change, negative = inhibition, hits mostly inhibitors; AID 2528;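 note: plate controls were vehicle for no effect and no enzyme for full effect; nearly all actives have a fitted effect of over 35% in size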
Pol beta inh: DNA polymerase beta (human) inhibition | P06746 | 340,000 compounds, 1.3% hits | Pol beta primer extension/strand displacement, fluorescence kinetic | Potency, µM (highest dose often 114 µM), inactives show top-dose activity change, negative = inhibition, usual class: inhibitors; note: % is set by controls: 0 for no effect and ±100 for the full control effect
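Human Pol beta at 10 nM; strand-displacement substrate 50 nM final. Compound exposure 15 min at room temperature before start, reaction 10 min at room temperature.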
POLH inh: blocks human DNA polymerase eta activity | AID 588591 | 390,000 compounds, 1.2% hits | Q9Y253 | Potency, µM (titrated, usually from 114 µM), without a hit: at the highest dose activity change, negative = inhibition, most hits filed as inhibitors | recombinant Pol eta, fluorescent DNA replication assay; note: % is set by controls: 0 for no effect and ±100 for the full control effect
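Fluorescent replication assay: 50 nM final substrate added after a 15 min room-temperature compound preincubation with 10 nM enzyme. Signal taken at 0 min and again at 10 min.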
POLK inh: inhibitors of human DNA polymerase kappa. Q9UBT6. purified Pol kappa, fluorescent DNA synthesis assay, 10 min. Potency, µM (highest dose often 107 µM), for inactives: top-dose activity, negative = inhibition, usual class: inhibitors. 400,000 compounds, 0.53% hits. AID 588579; note: % is set by controls: 0 for no effect and ±100 for the full control effect
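10 nM Pol kappa preincubated 15 min at room temperature with compounds, then reaction started with substrate at 50 nM final. Fluorescence read kinetically at 0 and 10 min; buffer-only wells served as negative control.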
POLI inh: blocks human DNA polymerase iota activity. Pol iota fluorescent replication assay, 10 min. Q9UNA4. 390,000 compounds, 1% hits. Potency, µM (doses to about 115 µM), without a hit: at the top dose activity, negative = inhibition, hits mostly inhibitors. AID 588590
Target sequence (Q9UNA4 whole entry, looked up): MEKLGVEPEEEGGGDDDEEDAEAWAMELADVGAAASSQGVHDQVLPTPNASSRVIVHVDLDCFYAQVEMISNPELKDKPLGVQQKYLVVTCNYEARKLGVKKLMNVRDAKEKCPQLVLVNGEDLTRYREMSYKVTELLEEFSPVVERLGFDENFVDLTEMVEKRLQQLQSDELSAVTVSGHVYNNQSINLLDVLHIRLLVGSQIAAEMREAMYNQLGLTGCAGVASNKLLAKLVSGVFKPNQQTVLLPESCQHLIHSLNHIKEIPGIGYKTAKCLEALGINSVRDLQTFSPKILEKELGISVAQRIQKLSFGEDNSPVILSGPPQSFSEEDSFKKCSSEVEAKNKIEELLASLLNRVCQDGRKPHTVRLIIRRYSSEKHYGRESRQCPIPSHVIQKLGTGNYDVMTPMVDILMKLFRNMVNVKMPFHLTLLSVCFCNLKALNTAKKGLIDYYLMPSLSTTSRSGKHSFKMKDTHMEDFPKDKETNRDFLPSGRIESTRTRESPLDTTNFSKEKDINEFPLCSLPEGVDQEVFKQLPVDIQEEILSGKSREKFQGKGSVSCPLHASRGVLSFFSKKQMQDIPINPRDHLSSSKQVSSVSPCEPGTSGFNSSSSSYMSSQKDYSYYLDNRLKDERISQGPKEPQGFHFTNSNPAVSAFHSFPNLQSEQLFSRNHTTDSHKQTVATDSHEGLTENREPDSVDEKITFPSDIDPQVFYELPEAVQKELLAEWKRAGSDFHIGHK
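Pol iota at 10 nM preincubated 15 min with compounds at room temperature; reaction started with fluorescent substrate, 50 nM final. Fluorescence read kinetically at 0 and 10 min; buffer-only wells as negative control.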
The depositor's hits bear a star; & = joins results of further samples; [ ] = another dose, or the depositor's remark. Calls come from the whole dose curve; as a rule, active = well fitted curve in the direction sought with a large enough effect; inconclusive = small, poorly fitted or top-dose-only effect, or another doubt; inactive = no such curve, though single readings can be large; an effect the other way counts as inactive or inconclusive. Potency is the fitted concentration of half-maximal effect.

`COc1ccc(-c2nc(SCC(=O)N3CCCCC3C)n[nH]2)cc1` (stereo unspecified) gave G9a inh 2%[59 µM], JMJD2A Tudor -1%, BAZ2B inh 3%, BLM helicase inh -4%, Pol beta inh 3%, POLH inh 13%, POLK inh 1%[60.1 µM] and POLI inh -19%.
`CC1CCc2c(C(=O)NCC3CCCO3)csc2C1` (stereo unspecified) gave G9a inh 89µM*, JMJD2A Tudor -12%, APE1 inh 1%, BAZ2B inh 4%, BLM helicase inh -5%, Pol beta inh 28%, POLH inh -13%, POLK inh -5% and POLI inh 42%[activator].
CCc1ccc2c(c1)C1(SC(NC(C)=O)=NN1C(C)=O)C(=O)N2CC (stereo unspecified) was read as G9a inh -13%[59 µM], JMJD2A Tudor -17%, APE1 inh -5%, BAZ2B inh -5%, BLM helicase inh 2%, Pol beta inh -1%, POLH inh -13%, POLK inh -24% and POLI inh 191%[activator].
Screening O=C(Nc1ccccc1)OCCCc1ccccc1 returned G9a inh 105%[activator][59 µM], JMJD2A Tudor 99%[activator], APE1 inh -7%, BAZ2B inh 136%[activator], BLM helicase inh -11%, Pol beta inh -3%, POLH inh -4%, POLK inh 1% and POLI inh 52%[activator].
Screening CCOC(=O)Cn1c(=O)n(C2CCCCC2)c2nc(-c3cccc(OC)c3)nc(C(N)=O)c21 returned G9a inh 10%[59 µM], JMJD2A Tudor 6%, BAZ2B inh -2%, BLM helicase inh -3%, Pol beta inh -21%, POLH inh 2%, POLK inh 7%[60.1 µM] and POLI inh -6%.
CNC(=O)c1sccc1SCc1c(Cl)cccc1Cl was read as G9a inh 11%, JMJD2A Tudor 11%, APE1 inh -2%, BAZ2B inh -3%, BLM helicase inh -1%, Pol beta inh 0%, POLH inh -12%, POLK inh 3% and POLI inh 10%.
Cc1cccc(C(=O)Nc2cccc3c2CCCC3)c1 was read as JMJD2A Tudor -3%, APE1 inh 8%, BAZ2B inh -4%, BLM helicase inh 0%, Pol beta inh 20%, POLH inh -5%, POLK inh -9% and POLI inh 86%[activator].
Screening Cc1ccccc1CSc1ccc(-c2cccs2)nn1 returned G9a inh 121%[activator][59 µM], JMJD2A Tudor 56%[activator], BAZ2B inh 75%[activator], BLM helicase inh -5%, Pol beta inh inconclusive, POLH inh -4%, POLK inh -16% and POLI inh -4%.
For COCCCN(C(=O)C1CCC1)c1c(N)n(Cc2ccccc2)c(=O)[nH]c1=O the results were G9a inh -14%[59 µM], JMJD2A Tudor -15%, APE1 inh 30%, BAZ2B inh 6%, POLH inh -19%, POLK inh -2% and POLI inh 17%.
NC(=O)c1ccc(SCC(=O)OCC(=O)NCC2CCCCC2)c([N+](=O)[O-])c1 was read as G9a inh 45µM*, JMJD2A Tudor -6%, APE1 inh 5%, BAZ2B inh 8%, POLH inh -14%, POLK inh 1% and POLI inh 18%.

Gathered by group: those above containing an aryl methoxy group (2)
`COc1ccc(-c2nc(SCC(=O)N3CCCCC3C)n[nH]2)cc1` (stereo unspecified) gave G9a inh 2%[59 µM], JMJD2A Tudor -1%, BAZ2B inh 3%, BLM helicase inh -4%, Pol beta inh 3%, POLH inh 13%, POLK inh 1%[60.1 µM] and POLI inh -19%.
Screening CCOC(=O)Cn1c(=O)n(C2CCCCC2)c2nc(-c3cccc(OC)c3)nc(C(N)=O)c21 returned G9a inh 10%[59 µM], JMJD2A Tudor 6%, BAZ2B inh -2%, BLM helicase inh -3%, Pol beta inh -21%, POLH inh 2%, POLK inh 7%[60.1 µM] and POLI inh -6%.

Carrying on.
For Cc1nnc(N/N=C\c2ccc(-c3ccccc3[N+](=O)[O-])o2)n1N the results were G9a inh 6.3µM*, JMJD2A Tudor inconclusive, APE1 inh 5%, BAZ2B inh 71µM*, BLM helicase inh -6%, Pol beta inh 3%, POLH inh -10%, POLK inh -18% and POLI inh 4µM*.
CCN1C(=O)[C@@H]2[C@@H](c3ccc(-c4ccc(OC)cc4)c(OC)c3)N3CCC[C@@]3(C(=O)OC)[C@@H]2C1=O was read as G9a inh -8%[2.33 µM], JMJD2A Tudor -26%, APE1 inh 19%, BAZ2B inh -33%, POLH inh -24%, POLK inh 0% and POLI inh -7%.
Screening CCOC(=O)CC1COc2ccccc2N1C(=O)c1ccc(C)cc1 (stereo unspecified) returned G9a inh -14%[59 µM], JMJD2A Tudor -12%, APE1 inh 0%, BAZ2B inh 2%, BLM helicase inh -3%, Pol beta inh 13%, POLH inh 4%, POLK inh -14% and POLI inh 18%.
CC(=O)Nc1cccc(-n2nnc(SCC(=O)N(C)c3ccccc3)n2)c1 was read as G9a inh 9%, JMJD2A Tudor -10%, APE1 inh -5%, BAZ2B inh 0%, BLM helicase inh 0%, Pol beta inh 84%, POLH inh -4%, POLK inh -3% and POLI inh 147%[activator].
For Cc1cccc(N/N=C(\C#N)S(=O)(=O)C(C)(C)C)c1 the results were G9a inh -22%, JMJD2A Tudor -2%[11.4 µM], APE1 inh 6%, BAZ2B inh inconclusive, BLM helicase inh -8%, Pol beta inh inconclusive, POLH inh -3%, POLK inh -6% and POLI inh 83%[activator].
Screening NS(=O)(=O)c1ccc(CNC(=O)C23CC4CC(CC(C4)C2)C3)cc1 returned G9a inh -4%, JMJD2A Tudor 2%, APE1 inh 5%, BAZ2B inh -5%, BLM helicase inh -5%, Pol beta inh 5%, POLH inh 6%, POLK inh -21% and POLI inh -11%[58.9 µM].
COC(=O)/C(=C\Nc1ccc(Cl)cc1Cl)NC(=O)c1ccc(OC)cc1 was read as G9a inh inconclusive, JMJD2A Tudor -11%, APE1 inh 6%, BAZ2B inh -30%, BLM helicase inh -9%, Pol beta inh -6%, POLH inh -13%, POLK inh -6% and POLI inh 48%[activator].
Cn1ccnc1SCC(=O)NC1CC1 was read as G9a inh 7%[12.7 µM], JMJD2A Tudor 5%, APE1 inh 2%, BAZ2B inh -3%, BLM helicase inh 1%, Pol beta inh 15%, POLH inh -9%, POLK inh 1% and POLI inh 4%.
Screening Cc1cccc(CCNc2nc3ccccc3n3nnnc23)c1 returned G9a inh 3%[0.0925 µM], JMJD2A Tudor 2%, APE1 inh 3%, BAZ2B inh 14%, BLM helicase inh -1%, Pol beta inh 50%, POLH inh -13%, POLK inh -2% and POLI inh -2%.
For O=C(c1c[nH]c(C(=O)N2CCN(c3ccccc3F)CC2)c1)c1cccc(Cl)c1Cl the results were G9a inh inconclusive, JMJD2A Tudor -31%, APE1 inh -8%, BAZ2B inh -34%, BLM helicase inh -10%, Pol beta inh -25%, POLH inh -21%, POLK inh -19% and POLI inh -1%.

Taken from the entries so far, 2 compounds:
Screening Cc1cccc(CCNc2nc3ccccc3n3nnnc23)c1 returned G9a inh 3%[0.0925 µM], JMJD2A Tudor 2%, APE1 inh 3%, BAZ2B inh 14%, BLM helicase inh -1%, Pol beta inh 50%, POLH inh -13%, POLK inh -2% and POLI inh -2%.
For O=C(c1c[nH]c(C(=O)N2CCN(c3ccccc3F)CC2)c1)c1cccc(Cl)c1Cl the results were G9a inh inconclusive, JMJD2A Tudor -31%, APE1 inh -8%, BAZ2B inh -34%, BLM helicase inh -10%, Pol beta inh -25%, POLH inh -21%, POLK inh -19% and POLI inh -1%.

Next entries follow:
O=C(CCC(=O)N1CCN(c2ccccn2)CC1)c1cccs1 was read as JMJD2A Tudor -2%, APE1 inh 2%, POLH inh -19%, POLK inh -7% and POLI inh 4%.
For c1ccc2c(NCCN3CCOCC3)nc(-c3ccoc3)nc2c1 the results were G9a inh -4%[0.501 µM], APE1 inh -2%, BLM helicase inh 42%[activator] and POLK inh 0%[60.1 µM].
Clc1ccc(N2CCN(c3ncnc4c3cnn4-c3ccccc3)CC2)cc1Cl was read as G9a inh -1%[59 µM], JMJD2A Tudor -11%, BAZ2B inh -1%, BLM helicase inh -1%, Pol beta inh 0%, POLH inh 5%, POLK inh -2%[60.1 µM] and POLI inh 31%[activator].
For CC(C)CNS(=O)(=O)c1ccc(OCC(=O)NCC2CCCO2)c(Cl)c1 (stereo unspecified) the results were G9a inh -3%[59 µM], JMJD2A Tudor -2%, APE1 inh 3%, BAZ2B inh -1%, BLM helicase inh -1%, Pol beta inh 4%, POLH inh -9%, POLK inh -11% and POLI inh 1%.
For CCOC(=O)c1nnc2cc(-c3ccc(Br)cc3)nn2c1C the results were G9a inh -10%[12.7 µM], JMJD2A Tudor 9%, APE1 inh -2%, BAZ2B inh 10%, BLM helicase inh -1%, Pol beta inh 1%, POLH inh inconclusive, POLK inh 3% and POLI inh 17%.
Screening CCCCC(=O)Nc1ccc(NC(=O)c2ccccc2OC)cn1 returned G9a inh -50%[12.7 µM], JMJD2A Tudor -4%[11.4 µM], APE1 inh -1%, BAZ2B inh -17%, BLM helicase inh -1%, Pol beta inh -2%, POLH inh 0%, POLK inh -8% and POLI inh 6%.
CC(=O)Nc1ccccc1NC(=O)C/C(C)=N/NC(=O)C(=O)Nc1cccc(Cl)c1C was read as G9a inh 7%, JMJD2A Tudor -11%, APE1 inh -3%, BAZ2B inh 1%, BLM helicase inh -6%, Pol beta inh -26%, POLH inh -15%, POLK inh 12% and POLI inh 25%.
For CN1CCC(=O)N([C@H](CN=[N+]=[N-])Cc2ccccc2)CC1 the results were JMJD2A Tudor -10%, APE1 inh 8%, BAZ2B inh -3%, BLM helicase inh -2%, Pol beta inh 0%, POLH inh -14%, POLK inh 11%&-22% and POLI inh 1%&27%.
CCN(CC(=O)NC1CCS(=O)(=O)C1)S(=O)(=O)c1cc([N+](=O)[O-])ccc1C (stereo unspecified) was read as G9a inh 2%, JMJD2A Tudor -25%, APE1 inh 7%, BAZ2B inh 9%, POLH inh -14%, POLK inh 2% and POLI inh -5%.
For Cc1ccc2[nH]c(=O)c(CN(Cc3cccnc3)C(=O)c3ccncc3)cc2c1 the results were G9a inh 10%, JMJD2A Tudor -18%, APE1 inh -2%, BAZ2B inh -1%, BLM helicase inh -1%, Pol beta inh 38%[activator], POLH inh -10%, POLK inh -4% and POLI inh 3%.
For CC(=O)N1CCc2cc(S(=O)(=O)CCC(=O)NCc3ccc(Cl)cc3)ccc21 the results were G9a inh -1%[59 µM], JMJD2A Tudor 1%&-7%, APE1 inh -6%, BAZ2B inh -3%&-1%, BLM helicase inh -6%&-2%, Pol beta inh -4%&31%, POLH inh -6%&4%, POLK inh -5%&-11% and POLI inh 15%&0%.
For Cc1cc(C)c(NC(=O)CCN2C(=O)c3ccccc3Sc3ncccc32)c(C)c1 the results were G9a inh 16%[59 µM], JMJD2A Tudor 2%, BAZ2B inh inconclusive, BLM helicase inh 4%, Pol beta inh 19%, POLH inh 0%, POLK inh 1% and POLI inh -17%.

Not all compounds are listed (hit frequency here may not be typical).
